# OXTR ag: activates the human oxytocin receptor. CHO-OTR cells, Fluo-8 calcium fluorescence; normalized: DMSO 0%, oxytocin 100%. activation, % at 3 µM. 320,000 tested, 0.32% active. AID 2435;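 active = activation above the mean of all tested compounds plus 3 SD, cutoff set per screening run, cut at about 20% in these data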;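 also: peak over basal fluorescence ratio from a 100 s FLIPR kinetic read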
# Target sequence (P30559 whole entry, looked up): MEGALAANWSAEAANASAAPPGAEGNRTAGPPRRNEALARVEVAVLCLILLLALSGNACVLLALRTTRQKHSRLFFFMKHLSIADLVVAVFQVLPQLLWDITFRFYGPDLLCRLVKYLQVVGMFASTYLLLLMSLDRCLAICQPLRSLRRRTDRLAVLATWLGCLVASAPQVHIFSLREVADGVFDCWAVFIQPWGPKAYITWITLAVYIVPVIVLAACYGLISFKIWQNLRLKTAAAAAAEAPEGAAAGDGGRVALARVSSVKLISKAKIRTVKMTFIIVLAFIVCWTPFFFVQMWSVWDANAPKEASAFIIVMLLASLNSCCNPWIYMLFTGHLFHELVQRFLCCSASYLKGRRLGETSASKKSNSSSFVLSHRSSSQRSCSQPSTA
# GalR3 antag: antagonists of human GalR3. O60755. HEK293 GalR3-CNG cAMP membrane potential fluorescence; galR3 body fused to GalR1 C-terminus. inhibition, % at 3 µM. 360,000 tested, 0.44% active;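 active = inhibition above the screen-wide average plus 3 SD, cut at about 13% in these data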;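 also: forskolin and galanin both at EC90 stimulate the cells; cAMP rise reported by CNG channel membrane potential dye signal; 0% = forskolin plus galanin with DMSO and 100% = forskolin alone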
# Target sequence (O60755 1-299 limits assumed): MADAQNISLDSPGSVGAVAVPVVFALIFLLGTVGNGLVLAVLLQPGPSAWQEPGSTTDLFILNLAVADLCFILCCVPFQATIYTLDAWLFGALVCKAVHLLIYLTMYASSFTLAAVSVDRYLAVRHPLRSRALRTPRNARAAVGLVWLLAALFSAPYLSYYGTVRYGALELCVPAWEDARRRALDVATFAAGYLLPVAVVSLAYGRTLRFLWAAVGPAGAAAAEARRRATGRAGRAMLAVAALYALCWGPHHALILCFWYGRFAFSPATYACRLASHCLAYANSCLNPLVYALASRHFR
# V1aR counter: activates human V1a receptor in oxytocin agonist counter-screen | CHO-V1R cells, Fluo-8 calcium fluorescence, agonist mode; 0% DMSO, 100% 3 nM vasopressin | activation, % at 3 µM | 320,000 tested, 0.25% active;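 active = activation above the mean activation of all tested compounds plus 3 SD, per screening run, cut at about 20% in these data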;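 also: signal is peak over basal fluorescence ratio across a 100 second FLIPR read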
# Target sequence (P37288 whole entry, looked up): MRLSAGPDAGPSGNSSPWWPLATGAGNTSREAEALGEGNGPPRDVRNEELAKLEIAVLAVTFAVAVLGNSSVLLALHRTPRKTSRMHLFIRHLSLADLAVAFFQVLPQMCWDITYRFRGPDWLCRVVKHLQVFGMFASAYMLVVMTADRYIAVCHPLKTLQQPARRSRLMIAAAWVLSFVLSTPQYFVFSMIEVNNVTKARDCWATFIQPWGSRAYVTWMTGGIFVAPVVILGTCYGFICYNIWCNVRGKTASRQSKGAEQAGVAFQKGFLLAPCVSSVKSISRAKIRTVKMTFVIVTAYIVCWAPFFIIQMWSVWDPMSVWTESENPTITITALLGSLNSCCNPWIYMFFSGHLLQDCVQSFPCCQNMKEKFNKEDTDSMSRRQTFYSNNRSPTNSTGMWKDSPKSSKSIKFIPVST
# Starred values were filed as active, the others as inactive. Only part of the results is shown. The share of hits here may be higher or lower than overall.
SMILES | OXTR ag | GalR3 antag | V1aR counter
COc1ccc(NC(=O)CN2C(=O)NC(C)(C3CCCCC3)C2=O)c(OC)c1 (stereo not drawn) | 0.3 | 1 | 0.2
N#CCCN(C(=O)COC(=O)CCc1c[nH]c2ccccc12)c1ccc(F)cc1 | 7.7 | -2 | 8.6
COc1ccc(CNC(=O)CSc2nc3c(oc4ccccc43)c(=O)n2CC2CCCO2)cc1 (stereo not drawn) | -0.8 | 1 | -0.4
CCN(CC(=O)Nc1c(F)cccc1F)C(=O)CCc1nc2sc3c(c2c(=O)[nH]1)CCCC3 | 1.0 | -2 | -0.8
COc1cc(CCCN2CCNC[C@H]2Cc2cccc3ccccc23)cc(OC)c1OC | 3.7 | -3 | 2.1
Cc1ccc(NC(=O)CN(C)C(=O)c2ccc(OCc3cn4ccccc4n3)cc2)cc1 | -2.5 | 0 | -1.1
CCCCn1c(N)c(N(CCOC)C(=O)COC(=O)C(C)(C)Oc2ccc(Cl)cc2)c(=O)[nH]c1=O | 0.1 | -3 | -1.8
NS(=O)(=O)c1ccc(CCNC(=O)c2cc(-c3ccco3)nc3ccccc23)cc1 | 0.0 | -7 | 0.1
Cc1ccc(S(=O)(=O)N2CCN(C(=O)CN3C(=O)c4ccccc4C3=O)CC2)c(C)c1 | 0.8 | 1 | 0.3
C=CC[C@@H](Cc1ccc(F)cc1)C(=O)OC[C@@H]1CCCN1C(=O)[C@@H](CC=C)CC(=O)N(CCO)Cc1ccccc1 | -0.8 | -6 | -1.1
COCCNC(=O)c1cc(-c2ccccc2)nn1Cc1cc(C)no1 | 1.9 | -6 | 1.5
COCCN(C(=O)c1cc(Cl)nc2ccccc12)c1c(N)n(Cc2ccccc2)c(=O)[nH]c1=O | 2.5 | -2 | 0.0
Cc1cc(C(=O)CN2C(=O)NC(CCS(C)(=O)=O)C2=O)c(C)n1C1CC1 (stereo not drawn) | 0.6 | -4 | 0.5
COc1cc2cnc(CCCC#N)cc2cc1OC | 1.1 | 1 | 0.4
CC(=O)Nc1ccc(C(=O)CN2C(=O)NC3(CCCc4ccccc43)C2=O)c(F)c1 (stereo not drawn) | 0.5 | -1 | 2.3
CN(C(=O)CN1C(=O)c2cccc(N)c2C1=O)C1CCCCC1 | 2.0 | -5 | 0.6
Cc1noc(C)c1C(=O)NCC(=O)Nc1ccccc1Br | 1.8 | -5 | 1.1
O=C(CSc1nc(C(F)(F)F)cc(=O)[nH]1)N1CCOCC1 | 0.4 | -2 | -0.1
O=C(Nc1ccccc1N1CCCC1)C1CCN(C(=O)c2ccc(Cl)cc2)CC1 | -1.2 | -2 | -0.9
C[C@H](CO)N1C[C@H](C)[C@@H](CN(C)Cc2ccc(-c3ccccc3)cc2)Oc2c(NC(=O)c3ccncc3)cccc2C1=O | 0.1 | -8 | 0.3
COc1ccccc1CNC(=O)COC(=O)C1CCN(c2ccc(C(F)(F)F)cn2)CC1 | -1.4 | 1 | -1.0
CCOC(OCC)c1cc2ccccc2cn1 | 0.3 | -1 | 0.6
Cc1noc(C)c1NC(=O)Nc1ccc2c(c1)C(=O)N([C@H](C)CO)C[C@H](C)[C@@H](CN(C)S(=O)(=O)c1cccs1)O2 | 0.1 | -5 | 0.6
O=C(Nc1ccccc1N1CCCC1)c1ccc(F)c(S(=O)(=O)N2CCOCC2)c1 | -1.1 | 0 | -0.7
O=C(CNC(=O)c1ccc(Br)o1)Nc1ccncc1 | 0.7 | 5 | 0.6

# Ordered by value in GalR3 antag (smallest number first): five of the compounds above
SMILES | GalR3 antag
NS(=O)(=O)c1ccc(CCNC(=O)c2cc(-c3ccco3)nc3ccccc23)cc1 | -7
Cc1noc(C)c1NC(=O)Nc1ccc2c(c1)C(=O)N([C@H](C)CO)C[C@H](C)[C@@H](CN(C)S(=O)(=O)c1cccs1)O2 | -5
N#CCCN(C(=O)COC(=O)CCc1c[nH]c2ccccc12)c1ccc(F)cc1 | -2
COc1ccc(CNC(=O)CSc2nc3c(oc4ccccc43)c(=O)n2CC2CCCO2)cc1 (stereo not drawn) | 1
O=C(CNC(=O)c1ccc(Br)o1)Nc1ccncc1 | 5

# More results follow:
SMILES | OXTR ag | GalR3 antag | V1aR counter
CC(C)N(C(=O)CN1CCN(C(=O)C2COc3ccccc3O2)CC1)C(C)C (stereo not drawn) | 1.0 | -5 | 0.3
CC(C)c1ccc(CN(C)C(=O)c2ccc(S(=O)(=O)NCc3ccco3)cc2)cc1 | 13 | -5 | 9.6
COc1ccc2oc(C(=O)OCC(=O)N3CC(C)CC(C)C3)c(C)c2c1 (stereo not drawn) | -2.5 | 4 | -1.1
Cc1ccc(NC(=O)COC(=O)CSCC(=O)Nc2cc(C)on2)c(C)c1 | -1.6 | -4 | -0.9
COc1ccc2oc(C(=O)Nc3nccs3)c(C)c2c1 | -1.6 | 5 | -1.0
CSc1ccccc1NC(=O)COC(=O)c1ccc(-n2nc(C)cc2C)cc1 | -0.6 | -5 | 4.3
CCC1(c2ccccc2)NC(=O)N(CC(=O)N2CC(=O)Nc3ccccc32)C1=O (stereo not drawn) | 0.4 | 0 | -0.5
O=C(CNC(=O)c1ccc(-c2ccccc2)cc1)Nc1cccc(CO)c1 | 0.2 | -5 | 0.6
CC(Sc1nnc(-c2ccco2)o1)C(=O)Nc1ccc(OC(F)F)cc1 (stereo not drawn) | 0.1 | -4 | -0.8
O=C(Nc1cc(C2CC2)nn1-c1ccccc1)c1ccc(F)cc1 | -0.7 | -5 | 0.2
Cc1ccc(C(=O)OCC(=O)NC(C)c2ccccc2)s1 (stereo not drawn) | -0.2 | -5 | 1.1
COc1ccc(C(=O)NCCS(=O)(=O)NCc2cccnc2)cc1 | -0.7 | -2 | 0.5
O=C(COC(=O)c1ccccc1)NC12CC3CC(CC(C3)C1)C2 | -1.9 | -3 | -1.1
Cc1ccc(S(=O)(=O)CCC(=O)OCC(=O)NC(C)c2ccc(F)cc2)cc1 (stereo not drawn) | -0.3 | 3 | 0.2
CC(C)c1cccc(-c2ccc3c(c2)S(=O)(=O)c2cccc(C(=O)NCc4ccccc4)c2C3=O)c1 | 0.5 | -3 | 0.7
O=C(COC(=O)C1CCCO1)Nc1nc(-c2ccc(F)cc2)cs1 (stereo not drawn) | 0.9 | 1 | 2.8
CCCn1c(SCC(=O)N2CCc3ccccc3C2)nc(O)cc1=O | 1.4 | -4 | 0.2
O=C(CN1C(=O)NC(c2ccc(F)cc2)C1=O)Nc1ccc2c(c1)OCCO2 (stereo not drawn) | 0.0 | 2 | 0.8
O=C(Cn1nc(C(=O)O)c2ccccc2c1=O)Nc1cccc(S(=O)(=O)N2CCCCC2)c1 | 4.0 | 13* | 7.0
COc1ccc(C(=O)NCC(C)(C)N2CCOCC2)cc1S(=O)(=O)N1CCCC1 | -0.1 | -1 | 0.7
CC(OC(=O)c1ccc(NC(=O)CC#N)cc1)C(=O)NC(c1ccccc1)c1ccccc1 (stereo not drawn) | 0.7 | -5 | 0.9
CCC(=O)c1ccc(OCC(=O)OCC(=O)Nc2c(C)n(C)n(-c3ccccc3)c2=O)cc1 | 0.6 | -4 | 0.5
COc1ccc(C(=O)Nc2cccc(-c3ccc(N4CCOCC4)nn3)c2)cc1OC | -0.7 | 1 | -0.3
COc1ccc(CCNC(=O)c2ccc(NC(=O)CC3SC(N4CCCC4)=NC3=O)cc2)cc1 (stereo not drawn) | -0.6 | -3 | 0.2
NS(=O)(=O)c1ccc(CCNC(=O)COC(=O)C2CCN(c3ccc(C(F)(F)F)cn3)CC2)cc1 | 0.8 | 0 | 1.7

# One compound at a time, as listed above:
# CC(OC(=O)c1ccc(NC(=O)CC#N)cc1)C(=O)NC(c1ccccc1)c1ccccc1 (stereo not drawn) is listed with OXTR ag = 0.7; GalR3 antag = -5; V1aR counter = 0.9
# CCCn1c(SCC(=O)N2CCc3ccccc3C2)nc(O)cc1=O is listed with OXTR ag = 1.4; GalR3 antag = -4; V1aR counter = 0.2

# (listing goes on)
SMILES | OXTR ag | GalR3 antag | V1aR counter
O=C(COC(=O)/C=C/c1cccc(F)c1)Nc1cccc(S(=O)(=O)NC2=NCCCCC2)c1 | 5.6 | -1 | 5.3
CC1CCCC(C)N1C(=O)COC(=O)c1ccccc1O (stereo not drawn) | 0.1 | -5 | 0.1
O=C(NCCc1ccccc1)c1ccc2c(c1)S(=O)(=O)N=C1CCCCCN12 | 0.5 | -3 | 0.5
O=C(Nc1ccc(NS(=O)(=O)c2ccccc2)cc1)c1ccccc1Cl | 6.6 | -5 | 3.9
COc1cc(S(=O)(=O)NCC(c2ccco2)N2CCCCC2)ccc1NC(C)=O (stereo not drawn) | -0.4 | -3 | 0.0
COc1ccccc1NS(=O)(=O)c1cc(NC(=O)CCNC(C)=O)ccc1N1CCCCC1 | 1.5 | -10 | 0.2
CCC(C)n1c(SCC(=O)NC2CCS(=O)(=O)C2)nc2ccccc2c1=O (stereo not drawn) | 0.0 | -5 | -0.1
COc1ccc(CNC(=O)CC2C[C@H](C(=O)N(C(C)C)C(C)C)[C@@]3(C)c4[nH]c5ccccc5c4CCN3C2=O)cc1OC (stereo partly drawn) | -1.3 | -5 | -0.5
CN(C(=O)C1CCCCC1)C1(C)CCS(=O)(=O)C1 (stereo not drawn) | 0.5 | 0 | 0.4
CC(Sc1cccc[n+]1[O-])C(=O)Nc1cc(Cl)c(Cl)cc1Cl (stereo not drawn) | 4.5 | -8 | 0.9
CNC[C@H]1Oc2c(NC(=O)c3ccc(-c4nccs4)cc3)cccc2C(=O)N([C@@H](C)CO)C[C@@H]1C | 2.4 | -6 | 1.4
CC(OC(=O)CC1CCCC1)C(=O)Nc1ccc(Cl)cn1 (stereo not drawn) | -2.5 | 3 | -1.7
CCN(CC)S(=O)(=O)c1ccc(OC)c(NC(=O)c2ccc(-n3cncn3)c([N+](=O)[O-])c2)c1 | -0.4 | -3 | 0.2
CCC(CO)Oc1cc(NC(=O)Cc2ccccc2)c2ncn(C(C)C)c2c1 (stereo not drawn) | 0.5 | -1 | -0.2
COc1ccc(-c2cc(-c3ccccc3)no2)cc1 | 2.0 | -3 | -0.6
N#Cc1ccc(S(=O)(=O)N2CCC(C(=O)Nc3cccc(C(=O)NC4CC4)c3)CC2)cc1 | -0.2 | -5 | -0.7
COc1ccc(CN(C)C(=O)Cn2ccc(NC(=O)OCc3ccccc3)nc2=O)cc1OC | 0.6 | -5 | 0.2
CC(C)OCC1CO1 (stereo not drawn) | 1.3 | -1 | 0.7
CCCC(NC(=O)C(C)N1CCN(S(=O)(=O)c2ccccc2)CC1)c1ccccc1 (stereo not drawn) | -2.1 | -5 | -0.5
COc1ccc2nc(NC(=O)CCNC(=O)c3ccco3)sc2c1 | 1.4 | -6 | 0.8
CCc1noc(C)c1C(=O)OC(C)C(=O)Nc1cc([N+](=O)[O-])ccc1OC (stereo not drawn) | -1.3 | -3 | -1.1
COc1ccc(C(=O)NCC(c2ccco2)N2CCOCC2)cc1OC (stereo not drawn) | 0.1 | -2 | 0.7
c1cc(SC2CCCCC2)cc(-c2nc3cnccn3c2NC2CCCCC2)c1 | -1.2 | -4 | 0.5
CCOc1ccc(N2CC(C(=O)Nc3cccc(S(=O)(=O)N4CCCC4)c3)CC2=O)cc1 (stereo not drawn) | -1.7 | -4 | -0.6
CSCCC(NC(=O)c1ccc([N+](=O)[O-])cc1Cl)C(=O)OCC(=O)NC(=O)CN1CCCC1=O (stereo not drawn) | 1.2 | -2 | -0.9
COc1ccc(-c2noc(Cn3cc(S(=O)(=O)N4CCCC4)ccc3=O)n2)cc1 | 0.7 | -4 | 2.5
O=C(OCC(=O)N1CCN(c2ccccc2)CC1)c1cccc([N+](=O)[O-])c1 | 0.3 | -3 | 0.3
O=C(CNc1cc(S(=O)(=O)N2CCOCC2)ccc1NCC1CCCO1)Nc1ccc(C(F)(F)F)cc1 (stereo not drawn) | -1.1 | -1 | 0.3
CCc1nc2ccccc2c(C(=O)OCc2nc3ccccc3c(=O)[nH]2)c1C | -0.5 | -3 | 10
COc1ccc(NC(=O)Cn2ccc(C(F)(F)F)n2)cc1S(=O)(=O)N1CCOCC1 | 1.8 | -6 | 1.3
CC(Sc1nnc(-c2cccnc2)n1N)C(=O)N1CCOCC1 (stereo not drawn) | 0.5 | -2 | 0.5
CCCN(C(=O)c1ccc([N+](=O)[O-])c(C)c1)c1c(N)n(Cc2ccccc2)c(=O)[nH]c1=O | 0.0 | -8 | -1.4
c1ccc(CNc2c(-c3cccc(SC4CCCCC4)c3)nc3ccccn23)cc1 | -0.9 | -4 | 0.9
Cc1ccc(NC(=O)CN(C)C(=O)c2ccc(NC(=O)CC3SC(N4CCCC4)=NC3=O)cc2)cc1 (stereo not drawn) | -0.9 | 5 | 0.7
Cc1ccc(OCC(=O)Oc2cccc(C)c2)cc1 | -1.1 | -6 | 0.1
Cc1cc(C)cc(NC(=O)C(c2ccccc2)N2CCN(CC(=O)NC3CC3)CC2)c1 (stereo not drawn) | -1.0 | -3 | 1.1
COc1cccc(CN(C)C(=O)c2cccc(S(=O)(=O)N3CCN(c4ccc(F)cc4)CC3)c2)c1OC | 5.5 | -4 | 6.4
CC(OC(=O)CNC(=O)COc1ccccc1)C(=O)N(C)Cc1ccccc1 (stereo not drawn) | -1.2 | -3 | -0.8
O=S(=O)(c1ccc(F)cc1)N1CCN(C(=S)NCC2CCCO2)CC1 (stereo not drawn) | 1.2 | -2 | 0.1
O=C(CCNC(=O)c1ccc(Br)cc1)NCCCN1CCCC1=O | 0.5 | -5 | 0.2
O=C(NNC(=O)c1cccc(-n2cccc2)c1)c1ccccc1 | 1.1 | -4 | 0.1
COc1cc(C(=O)NNC(=O)c2nn(C)c(=O)c3ccccc23)cc(OC)c1OC | 0.1 | -3 | 0.5
Oc1ccc(Cl)cc1CNCc1ccc(F)cc1 | 28* | -6 | 9.3

# Screening results deposited in PubChem by The Scripps Research Institute Molecular Screening Center.
